mcGAS MS inh – mouse cGAS inhibition by mass spec. Q8C6L5. recombinant mouse cGAS, cGAMP by RapidFire MS. inhibition, % at 12.5 µM. hit rate 0.18% among 130,000. AID 1259397;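 active = inhibition of cGAS enzyme activity at or above 60%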;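 note: enzyme stimulated by 45 bp dsDNA with ATP and GTP substrates; cGAMP share of summed cGAMP plus half ATP and half GTP signals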
Target sequence (Q8C6L5 whole entry, looked up): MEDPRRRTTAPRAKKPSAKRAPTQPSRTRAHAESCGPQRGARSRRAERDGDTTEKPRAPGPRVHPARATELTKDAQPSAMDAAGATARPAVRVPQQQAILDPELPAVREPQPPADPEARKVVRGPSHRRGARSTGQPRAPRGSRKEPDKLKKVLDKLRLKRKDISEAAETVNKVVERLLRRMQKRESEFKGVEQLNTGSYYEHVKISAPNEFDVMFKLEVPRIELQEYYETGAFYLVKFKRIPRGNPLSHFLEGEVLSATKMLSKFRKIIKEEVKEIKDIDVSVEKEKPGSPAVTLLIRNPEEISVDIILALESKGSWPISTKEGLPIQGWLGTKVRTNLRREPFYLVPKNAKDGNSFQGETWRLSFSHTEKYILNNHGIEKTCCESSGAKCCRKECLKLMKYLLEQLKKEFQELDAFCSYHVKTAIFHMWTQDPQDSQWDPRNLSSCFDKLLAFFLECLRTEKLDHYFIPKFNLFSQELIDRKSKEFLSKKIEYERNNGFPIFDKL
The depositor's hits bear a star; & = joins results of further samples. A portion of the library; the hit share may differ from the screen's.

SMILES	mcGAS MS inh
O=S(=O)(c1ccc(C2=CSC3=NCCCN23)cc1)N1CCCCC1	-3.8
CC#CC(=O)N1CCC(CO)(CCOc2ccccc2)CC1	-8.8
O=C(O)[C@@H]1CCCN1C(=O)C12CC3CC(CC(C3)C1)C2	-9.3
CCn1ccc(C(=O)N(CCN2CCOCC2)c2nc3c(OC)ccc(OC)c3s2)n1	2.7
COc1ccc(CNC(=O)CCC2CCCN(Cc3ccc(C)s3)C2)c(OC)c1 (configuration not stated)	0.5
O=S1OC(c2ccccc2)(c2ccccc2)c2ccccc21 (configuration not stated)	1.0
Cc1nc(CNC(=O)CC2C(=O)NCCN2Cc2cccc(F)c2F)cs1 (configuration not stated)	-3.1
CCCN1CCC(CNC(=O)C2(c3cc(C)cc(C)c3)CC2)C1 (configuration not stated)	-9.0
CSc1ncc(CN2CCCC(CCC(=O)N3CCN(C)CC3)C2)cn1 (configuration not stated)	1.6
Cc1ccsc1CN(Cc1nccn1C)C1CCCC1	-13.8
COC(=O)Cn1c(=NC(=O)c2ccc3ncsc3c2)sc2ccccc21	-5.7
Oc1ccccc1CN(Cc1nnnn1C1CC1)C1CCCCC1	8.0
CCOC(=O)c1c(NC=C2CCCCC2=O)sc2c1CCCC2	-8.3
CC(=O)N(Cc1nccn1Cc1ccc(C(F)(F)F)cc1)C(C)C	-4.8
CCC(=O)Nc1cccc(NC(=O)c2ccccc2C)c1C	-4.7
CN(Cc1ccccc1)C(=O)CCNC(=O)CNC(=O)CC(C)(C)C	-1.3
Fc1ccc2onc(C3CCN(Cc4cc5n(n4)CCNC5)CC3)c2c1	-8.8
Cc1nn(Cc2ccccc2Cl)c2sc(C(=O)NCCCN3CCOCC3)cc12	-4.2
c1ccc(C(CNc2nnnn2-c2ccccc2)N2CCCC2)cc1 (configuration not stated)	-2.3
CC1CCN(C(=O)C2CCCN(C(=O)CCNc3ncccn3)C2)CC1 (configuration not stated)	-2.7

The list goes on, overlapping the part above by 2 compounds.
SMILES	mcGAS MS inh
c1ccc(C(CNc2nnnn2-c2ccccc2)N2CCCC2)cc1 (configuration not stated)	-2.3
CC1CCN(C(=O)C2CCCN(C(=O)CCNc3ncccn3)C2)CC1 (configuration not stated)	-2.7
CCOC(=O)C1=C(CN2CCCC2c2cccn2C)NC(=O)NC1 (configuration not stated)	2.8
CCCC1COCCN1C(=O)CCc1c[nH]c2ccccc12 (configuration not stated)	3.8
OCc1ccc(CN2CCCCC2CN2CCOCC2)o1 (configuration not stated)	-13.8
O=C(/C=C/c1ccccc1)NCCNc1ccc(Nc2ccncc2)nn1	-7.4
C(=C\c1ccco1)/CNCC1Cc2ccccc2O1 (configuration not stated)	4.7
O=C1C(Sc2ncc(-c3ccccc3)[nH]2)CCN1C1CCOCC1 (configuration not stated)	-5.7
Cc1ccc(C2=NCN(c3ccc([N+](=O)[O-])cc3)C(=S)N2)cc1	-2.5
Cc1ccc(Cn2c(C)c(C(=O)NCc3ccco3)sc2=O)cc1	-8.8
COc1ccc([N+](=O)[O-])cc1N1C(=O)C2C3C=CC(C3=C(C)C)C2C1=O (configuration not stated)	0.4
Fc1ccc(Cn2ncc3c2CN(c2nc4ccccc4o2)C3)cc1	-9.0
O=C1CN(C(=O)NCCC2CCN(CC(F)(F)F)CC2)CCN1	-2.3
COc1ccccc1CC1CCN(C(=O)/C=C/c2cnn(C)c2)CC1	0.9
CN1C(=O)C=C(Nc2ccccc2O)C1=O	-15.1
Cc1ccc(CNC(=O)c2cccc(C#N)c2)n1C	-5.6
CCSCCn1cnc(-c2ccccc2)c1-c1ccc(CO)o1	-25.3
O=C(CCc1ccco1)NCc1cccnc1-n1cnc2ccccc21	-3.7
CCn1ccnc1CNCc1cn(-c2ccc(OC)cc2)nc1-c1ccccc1Cl	-7.5
CC(=O)N1CC2(C)CN(C(C)=O)CC(C)(C1)C2=O	-10.0
O=C(NCC(c1ccc(F)cc1)N1CCOCC1)c1ccc2n[nH]nc2c1 (configuration not stated)	1.1
CS(=O)(=O)NC1CCN(Cc2cccn2-c2nccs2)CC1	-8.6

Among those listed so far, 5 contain a furan ring, fused or not:
SMILES	mcGAS MS inh
OCc1ccc(CN2CCCCC2CN2CCOCC2)o1 (configuration not stated)	-13.8
C(=C\c1ccco1)/CNCC1Cc2ccccc2O1 (configuration not stated)	4.7
Cc1ccc(Cn2c(C)c(C(=O)NCc3ccco3)sc2=O)cc1	-8.8
CCSCCn1cnc(-c2ccccc2)c1-c1ccc(CO)o1	-25.3
O=C(CCc1ccco1)NCc1cccnc1-n1cnc2ccccc21	-3.7

Next section.
SMILES	mcGAS MS inh
COc1ccc(-c2c(NC(=O)C(C)C)n(C)c3ccccc3c2=O)cc1OC	-2.9
CN(CC(=O)NC(C)(C)C)C(=O)c1cc(C2CC2)nc2ccccc12	-9.7
CC1CC(C)CN(C(=O)CNC(=O)c2ccccc2F)C1 (configuration not stated)	-7.9
OC(c1ccc(Cl)c(Cl)c1)c1ncc(-c2cccc(F)c2)[nH]1 (configuration not stated)	-8.1
CN1CCN(c2nc(-c3ccco3)cc(C(F)(F)F)n2)CC1	23.3
O=[N+]([O-])c1ccc(I)cc1	47.8
N#CCN(CC#N)C(=O)c1ccn(-c2ccc(Cl)c(Cl)c2)n1	-4.1
COc1ccc(OC)c(C(=O)CN2C(=O)N(c3cccc(Cl)c3)S(=O)(=O)c3ccccc32)c1	-12.2
Cn1c(NC2CC2c2cccc(Cl)c2)c(C#N)c(=O)n(C)c1=O (configuration not stated)	-8.3
Cc1ccc(NC(=O)c2cc(=O)c(OCc3ccc(F)cc3)co2)cc1F	-1.4
CC(=O)c1ccccc1-c1cc(C(=O)O)cc(S(=O)(=O)N2CCCCCC2)c1	9.7
CC(C)CN(CC#Cc1ccccc1)C(=O)C(C)N1CCN(C)CC1 (configuration not stated)	-8.5
O=C(CCn1cnc2ccccc2c1=O)Nc1cc2c(cc1Br)OCCO2	-1.6
Cc1c(Br)c(C(F)(F)F)nn1CC(=O)Nc1ccc(Oc2cc([N+](=O)[O-])cc([N+](=O)[O-])c2)cc1	-5.4
O=C(Cn1cc(C2CC2)nn1)N1CCCc2cccc(Cl)c21	5.7
O=S(=O)(NC1CCCN(c2cc(-c3ccncc3)[nH]n2)C1)c1ccc(Cl)cc1 (configuration not stated)	-5.5
Cc1ccc(-c2nc(SC3CCOC3=O)n[nH]2)cc1 (configuration not stated)	2.2
O=C(NCCO)C(=O)Nc1cc2c3c(c1)CCN3C(=O)CC2	6.4
CC1CCC(=O)N(CN(Cc2cccs2)C2CC2)C1 (configuration not stated)	6.4
O=C(NC1=NCCS1)c1ccccc1NS(=O)(=O)c1ccc(Cl)s1	-8.8
CCC(NC1CCN(Cc2ccco2)CC1)c1nc(C)c(C)s1 (configuration not stated)	-12.7
O=C(CSc1n[nH]c2nc3ccccc3n12)N1CCCCCC1	1.5
CC(C)(C)c1ccc(S(=O)(=O)NCc2ccco2)cc1	-3.4
O=C1CN(C(=O)CCc2nc3ccccc3n(CCc3ccccc3)c2=O)CCN1	-5.7
Cc1cc(C(=O)NN=C2CCCC(C)C2)c(C)o1 (configuration not stated)	-13.0
NC(=O)C1CCN(C2=NC(=O)/C(=C/c3cn(-c4ccccc4)nc3-c3ccncc3)S2)CC1	-2.1
O=C(CCn1c(=O)oc2ccccc21)Nc1nc2c(ccc3ccccc32)s1	1.4
CCOC(=O)C1=C(C)N(Cc2cccs2)C(=O)NC1c1cccc(F)c1 (configuration not stated)	-5.2
CN=C1SC(CC(=O)NC(C)C)C(=O)N1C (configuration not stated)	-6.9
O=C(c1sccc1OC(F)F)N1CCN(CC(F)F)CC1	-3.1
O=C(O)c1cccnc1Sc1ncn[nH]1	0.8
Nc1ccn([C@@H]2CS[C@H](CO)O2)c(=O)n1	-13.8&8.2
COc1cccc(-n2sc3c(c2=S)-c2cc(OC)ccc2NC3(C)C)c1	-7.7
Cc1c(C)n2c3c(=O)n(CCN4CCCCC4)c(=O)n(C)c3nc2n1-c1ccc(F)cc1	-2.4
CCOC(=O)c1ccc(N2CC(C(=O)Nc3nc(C)cs3)CC2=O)cc1 (configuration not stated)	15.4
Cc1nc(SCc2cc(=O)n3c(C)csc3n2)c2c(C)c(C)sc2n1	5.8
CCc1ccc(C=Nc2ccc(O)cc2)s1	-0.7
O=S(=O)(NCC1(N2CCOCC2)CCCCC1)c1cccs1	-2.0
O=C(O)C=Cc1ccc(Br)o1	-1.5
Cc1nn(C)cc1-c1ccnc(N(C)CC2COc3ccccc3O2)n1 (configuration not stated)	-10.7
Cc1ccc(-c2csc3nc(CCC(C)C)[nH]c(=O)c23)s1	-16.6
Oc1oc(-c2ccc(Cl)cc2)nc1C=Nc1ccccc1Cl	-11.9
CCc1noc(CCNC(=O)Cn2ncc3ccccc32)n1	-17.4
CC(C)c1ccc(C2CC(c3ccc(Br)cc3)n3nnnc3N2)cc1 (configuration not stated)	-0.1
C#CCn1c(=NC(=O)c2ccn(CC)n2)sc2cc(F)ccc21	6.1
Cc1nc2nnc(N)n2nc1C	-12.1
Cc1cccc(OCC2c3ccsc3CCN2C(=O)CNCc2ccco2)c1 (configuration not stated)	-9.4
CCOC(=O)C1(C)CCCN1C(=O)c1cccc(OC(F)(F)F)c1 (configuration not stated)	-4.6
O=C(Nc1ccc(-c2cscn2)cc1)C1CCCN(C(=O)CN2CCCC2=O)C1 (configuration not stated)	-8.7&1.0
CC1(C)CC(C(C#N)C#N)=CC(=NCc2ccco2)C1	-8.6
O=S(=O)(Nc1ccc(N2CCOCC2)cc1)c1c(F)cc(F)cc1Br	-2.8
Cc1cc(=O)[nH]cc1C(=O)N1CCC(CN2CCc3ccccc32)CC1	-4.2
O=C(NCCNS(=O)(=O)c1ccc(Cl)cc1)C1COCCO1 (configuration not stated)	-19.3
CCN1CSC(=S)N(Cc2ccccc2)C1	-6.9
COC(=O)CCC(C)[C@H]1CCC2C3C(C[C@H](O)[C@@]21C)[C@@]1(C)CC[C@@H](O)C[C@H]1C[C@H]3O (some centres not stated)	-6.7
Cc1cccn2c(=O)nc(SCCc3ccccc3)nc12	-5.3
CC1CS(=O)(=O)CCN1Cc1ncc(-c2ccccc2Cl)o1 (configuration not stated)	-13.5
C=CCOC(=O)C1=C(C)NC2=C(C(=O)CCC2)C1c1ccc(OC)c(OC)c1 (configuration not stated)	3.1
O=C(CCC(=O)N1CCN(C(=O)C2CC2)CC1)c1ccc(Br)cc1	0.7
CC(C)c1noc(C2CCN(C(=O)c3ccccc3C3CCNC3)CC2)n1 (configuration not stated)	-12.2

Single entries from the list:
For mcGAS MS inh, `CCOC(=O)C1(C)CCCN1C(=O)c1cccc(OC(F)(F)F)c1` (configuration not stated) reads -4.6
For mcGAS MS inh, `CC(=O)N1CC2(C)CN(C(C)=O)CC(C)(C1)C2=O` reads -10.0
For mcGAS MS inh, `CCC(=O)Nc1cccc(NC(=O)c2ccccc2C)c1C` reads -4.7
For mcGAS MS inh, `Cc1nc2nnc(N)n2nc1C` reads -12.1
For mcGAS MS inh, `CC(=O)c1ccccc1-c1cc(C(=O)O)cc(S(=O)(=O)N2CCCCCC2)c1` reads 9.7

(further entries)
SMILES	mcGAS MS inh
CCCCN(C)C(=O)c1[nH]c(C)c(C(C)=O)c1C	-11.1
O=C(Nc1nc2ccc(Cl)cc2s1)C1CCCN(c2ccc(-n3ccnc3)nn2)C1 (configuration not stated)	-7.0
CN(C)S(=O)(=O)c1ccc2nc(/C(Cl)=C/c3ccccc3F)[nH]c2c1	6.2
Cc1ccc(Cn2cc(C(=O)NNC(=O)Nc3ccc(C(C)(C)C)cc3)ccc2=O)cc1	-4.0
O=C1OCCC1Sc1nncn1-c1ccccc1 (configuration not stated)	-10.4
Nc1nnc(-c2cc(-c3ccc4c(c3)OCO4)on2)o1	0.4
CCCCCCCCCCCCSCCOCn1cc(F)c(=O)[nH]c1=O	2.0
Nc1ccc(C23CC4CC(CC(CO)(C4)C2)C3)cc1	49.5
O=C(c1ccccc1)C1CCN(S(=O)(=O)NCc2ccccc2)CC1	5.1
CC1CC1C(=O)N1CCCN(c2nc3ccccc3[nH]2)CC1 (configuration not stated)	0.9
CC(Oc1ccc(Cl)cc1Cl)C(=O)NCCn1ncccc1=O (configuration not stated)	-0.9
CC(=O)NCCC1CN(Cc2ccn(C(C)C)c2)CCO1 (configuration not stated)	-9.3
CNC(=O)c1ccc(CN(C)c2snc(Cl)c2C#N)cc1	26.4
COc1ccc(CN(Cc2ccccc2)C(=O)C(C)SC)cc1 (configuration not stated)	-8.8
COc1cccc(CS(=O)(=O)c2ncc(CN(CC3CC3)C(=O)NC(C)(C)C)n2CC(C)C)c1	-3.1
Cc1cc(C(F)(F)F)nc(CCNC(=O)CC2COCCN2)n1 (configuration not stated)	-12.5
COc1cc(C=C2C(=O)N(C)C(=O)N(C)C2=O)ccc1O	30.0
CC1(C)CC(C)(O)P(=O)(c2ccccc2)O1 (configuration not stated)	-21.1
COc1ccc(Cl)cc1Cn1c(C)c(C(=O)NC2CC2)sc1=O	-4.3
CC(C)NC(=O)CN1CCN(Cn2c(=S)oc3ccccc32)CC1	-4.7
Cc1ccccc1Cn1c(N2CCNCC2)nc2c1c(=O)[nH]c(=O)n2C	-11.0
O=C1CNC(=O)N1CCN1CCN(CC(F)(F)F)c2ccccc21	-0.2
CN(C)C(=O)CSc1nnc(-c2cccs2)n1C	-4.1
CN(C)NC(=S)NC1CCCCC1	-20.1
COc1ncccc1C(=O)NCc1cccnc1-n1cnc2ccccc21	-5.9
Cc1nc(SCC(=O)c2c(N)n(C3CC3)c(=O)[nH]c2=O)n(C2CCCCC2)c1C	-2.6
O=C(OCc1cc(-c2ccc(F)cc2F)on1)c1ccco1	-10.2
NC(=O)c1c(NC(=O)c2csc3c2CCCC3)sc2c1CCCC2	-7.6
Cc1ccc(CNC(=O)CCC(=O)Nc2nnc(C3CC3)o2)cc1	-1.1
CCCCCCCCCCCCCCCC(=O)O[C@@H]1[C@@H](O)[C@@H](O)C([C@H](NC(=O)[C@@H]2C[C@@H](CCC)CN2C)[C@H](C)Cl)O[C@@H]1SC (some centres not stated)	40.2
Cc1cc(C)cc(CC(=O)N2CCC2(C)C(=O)NS(=O)(=O)c2c(C)noc2C)c1 (configuration not stated)	-19.8
CCn1nc(C)c(C(=O)NCc2ccc3c(c2)n(C)c(=O)n3C)c1C	-6.4
Cc1nc(CN2C(=O)C(C)(C)ON=C2c2cccc(F)c2)cs1	-9.7
Cc1ccc(CN(C)C(=O)C2CCC(=O)N(CCN3CCOCC3)C2)o1 (configuration not stated)	-5.7

Bioassay records from PubChem.
